# ER stress death: ER stress cell death inhibition; CSM14.1 thapsigargin ER stress survival, ATP luminescence; relative survival (cellular ATP), % at 15 µg/mL (by protocol); hit rate 0.33% among 48,000; AID 1010;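 active means survival measured by cellular ATP above 50% at 15 µg/ml in the first screen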;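 further: cell death triggered by about 15 µM thapsigargin; ATP read 24 h after thapsigargin was added; plate controls were thapsigargin with DMSO for no effect and DMSO without thapsigargin for full effect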
# The depositor's hits bear a star.
SMILES,ER stress death
Clc1cc(Cl)c2c(c1)C=C1CCCCC1(N1CCCCC1)O2 (configuration not stated),9
C=CCC1(O)CC(c2ccc(C)cc2)NC(c2ccc(C)cc2)C1C (configuration not stated),-2
Cc1cc(Br)cc(C)c1NC(=O)c1cc2ccccc2o1,2
O=C(c1ccc(F)cc1)N1CCN(c2cccc(Cl)c2)CC1,24
CCOC(=O)CNC(c1ccccc1)c1cc(Br)ccc1NC(=O)CN1CCOCC1 (configuration not stated),1
C=CCN1C(=O)/C(=C\c2ccc(O)cc2)C(=O)NC1=S,3
Cc1ccc(NC(=O)C2CC(=O)N(c3cccc([N+](=O)[O-])c3)C2)cc1C (configuration not stated),2
Cc1ccc(N2NC(=O)/C(=C/c3ccc(O)c(O)c3)C2=O)cc1C,8
Cc1ccc(-c2nnc(-c3ccncc3)o2)cc1,-4
CC(=O)c1ccc(NC(=O)C2CC(=O)N(c3ccc(F)cc3)C2)cc1 (configuration not stated),2
CC1CC(=O)NN=C1c1ccc(N2CCOCC2)c([N+](=O)[O-])c1 (configuration not stated),12
CC1(C(=O)N/N=C/c2cccnc2)CC1(Br)Br (configuration not stated),4
CCOC(=O)c1sc(NC(=O)c2ccc(S(=O)(=O)N3CCCC3)cc2)c(C(=O)OCC)c1C,11
NC(=O)c1ccc(NC(=O)COc2ccccc2Cl)cc1,2
CCOC(=O)C1=C(O)/C(=C/c2cccc(O)c2)SC1=Nc1ccccc1,-1
COc1ccccc1NC(=O)CN(Cc1ccccc1)S(=O)(=O)c1ccccc1,-1
Cc1ccc(-c2nc(N/N=C/c3cccnc3)c3ccccc3n2)cc1,-24
COc1ccc(NC(=O)CCN2C(=O)/C(=C/c3cccs3)SC2=S)cc1,9
COc1cccc2c3c(c(C)nc12)CC(C)S3 (configuration not stated),-2
COc1ccc(OC)c(S(=O)(=O)n2cnc(C)c2)c1,16
COc1ccc(Br)cc1/C=N/NC(=O)C(=O)NC1CCCCC1,14
COc1ccc(C2/C(=C(\O)c3ccc([N+](=O)[O-])cc3)C(=O)C(=O)N2CCCCCC(=O)O)cc1 (configuration not stated),0
Cn1c2c(c3cc(Cl)ccc31)CCCC2C#N (configuration not stated),4
COC(=O)c1cc(N2C(=O)C3C4C=CC(C5CC45)C3C2=O)ccc1Cl (configuration not stated),14
O=C(Nc1ccc(OC(F)(F)F)cc1)c1ccc(-c2cccc(Cl)c2)o1,-2
Cc1ccc(OCC(=O)Nc2ccc(C)c(Cl)c2)c(Br)c1,5
O=C(Nc1ccc(Br)cc1C(=O)O)c1cccc(N2C(=O)c3ccccc3C2=O)c1,6
Cc1cc(/C=C2\C(=O)NC(=S)N(c3cccc(Br)c3)C2=O)c(C)n1C,9
COc1ccc(S(=O)(=O)N(CC(=O)N2CCCCCC2)c2ccc(C)cc2)cc1OC,8
CC1=C(C(=O)OCCc2ccccc2)C(c2ccccc2Cl)CC(=O)N1 (configuration not stated),-3
Cc1onc(-c2ccccc2Cl)c1C(=O)Nc1ccc(C(C)C)cc1,3
Cc1cc(C)cc(CSCC(=O)NCCSc2ccccc2)c1,8
CCCOc1cccc(-c2nnc(N)s2)c1,1
CCOC(=O)c1ccc(NC(=O)C(=O)NCc2ccc(C)cc2)cc1,0
COc1ccc(CCNC(=O)COc2ccc(Cl)cc2Br)cc1OC,-4
COc1ccc(N(CC(=O)N2CCCCC2)S(=O)(=O)c2ccccc2[N+](=O)[O-])c(OC)c1,12
CC(CNS(=O)(=O)c1ccccc1)c1ccccc1 (configuration not stated),-2
CCN(Cc1ccccc1)C(=O)c1cc(C(=O)OC)cc([N+](=O)[O-])c1,8
O=C1NN(c2ccc(Cl)c(Cl)c2)C(=O)/C1=C/c1cccc([N+](=O)[O-])c1,2
CC(=O)Nc1ccc(S(=O)(=O)NC(C)C2C3CC4CC(C3)CC2C4)cc1 (configuration not stated),9
O=C(Cc1ccccc1)Nc1nc(-c2ccccc2)cs1,11
Cc1cc(C)n2nc(-c3cccc(F)c3)cc2n1,2
O=C(CCN1C(=O)/C(=C\c2cccs2)SC1=S)Nc1cccc(C(=O)O)c1,6
CCOC(=O)CCN1C(=O)/C(=C/c2ccccc2)SC1=S,-4
Cc1ccc(S(=O)(=O)N(CC(O)CN(CC(C)C)CC(C)C)c2cccc(C)c2)cc1 (configuration not stated),-7
Cc1ccc(/C=N/NS(=O)(=O)c2ccc(C)cc2)cc1,8
COC(=O)c1cc(C(=O)Nc2nccs2)cc([N+](=O)[O-])c1,5
O=C(Nc1ccc(-c2nc3ncccc3o2)cc1)c1cccc(OCc2ccccc2)c1,-2
CCCCCOC(=O)C1=C(C)NC(=O)NC1c1ccccc1Cl (configuration not stated),4
CC1N(c2ccccn2)c2ccccc2N1c1ccccn1,-1
O=C(COc1ccccc1)Nc1ccc(Cc2ccncc2)cc1,7
O=S(=O)(Nc1ccc(Br)cc1)c1ccc(Cl)cc1,0
CCOC(=O)c1ccc(N=CC2=C(O)CC(C)(C)CC2=O)cc1,-1
COc1ccc(N2C(=O)c3ccccc3NC2c2ccc(OC)c(Cn3nc(C)c(Cl)c3C)c2)cc1 (configuration not stated),2
O=C(NCc1ccccn1)c1cc(-c2ccccc2)nc2ccccc12,1
C=CCOc1ccc(/C=C/C(=O)c2cccc(Br)c2)cc1,4
COc1ccc(NC2=NC3(CCCCC3)N=C(N)N2)cc1,-2
Cc1nn(-c2ccc(Cl)cc2Cl)c2c1C(=O)CC(C)(C)C2,8
COc1ccccc1NC(=O)CN(c1ccccc1C)S(C)(=O)=O,-3
O=C1N2CN(C3CCCCC3)CN=C2SC1(CO)CO,5

# (cont.)
SMILES,ER stress death
O=c1/c(=C/c2cccs2)sc2nc3ccccc3n12,-2
N#CC1=C(N)Oc2cc(N)ccc2C1c1ccc(OCc2ccccc2)cc1 (configuration not stated),1
CCOC(=O)C1=C(C)N=c2s/c(=C\c3ccccc3)c(=O)n2C1/C=C/c1ccccc1 (configuration not stated),4
CCOC(=O)C1=C(N)Oc2cc(O)ccc2C1c1ccccc1 (configuration not stated),3
COc1ccc2c(c1[N+](=O)[O-])CCC/C2=N\OC(=O)c1ccccc1,3
O=C(COc1ccc([N+](=O)[O-])cc1)Nc1cccc2nsnc12,6
c1ccc(Oc2cccc(CN3CCN(Cc4ccncc4)CC3)c2)cc1,0
Cc1ccc2nc3c(N)c(Cl)cc4c3c(c2c1)-c1ccccc1C4=O,0
O=S(=O)(NOCc1ccccc1)c1ccccc1,2
CCCCCN1C(=O)/C(=C2\SC(=S)NC2=O)c2ccccc21,-5
O=C(Nn1cnnc1)c1cccc(Cl)c1,13
Cc1ccccc1OCCOc1ccccc1/C=N/n1cnnc1,8
COc1ccc(S(=O)(=O)N2CCN(C(=O)CC(C)C)CC2)cc1,4
O=C(Oc1ccccc1C(=S)N1CCOCC1)c1ccc(Br)cc1,1
Cc1ccc(OCC(=O)N2CCN(c3ccc([N+](=O)[O-])cc3)CC2)cc1,3
CCOc1ccc(CN2CCN(Cc3cc(OC)ccc3O)CC2)cc1,-3
Cc1ccc(C(=O)N(C(=O)c2ccc(C)c(C)c2)c2ccccn2)cc1C,1
COc1ccc(/C=C/C(=O)Nc2nc(-c3ccccc3)cs2)cc1S(=O)(=O)N1CCCCC1,1
COc1cc(N(C)C)c([N+](=O)[O-])cc1C(=O)N1CCCC(O)C1 (configuration not stated),2
O=C(NNC(=O)c1cccc(Cl)c1)c1cccnc1,8
O=C1c2cccc3cccc(c23)C(=O)N1/N=C/c1ccc(Cl)cc1,2
COc1ccccc1NS(=O)(=O)c1cccc2c1C(=O)c1ccccc1C2=O,-5
CC(C)(C)c1csc(NC(=O)c2c(F)c(F)c(F)c(F)c2F)n1,7
O=C1c2ccccc2C(=O)N1CCCSc1nc2ccccc2o1,10
COc1ccc(NS(=O)(=O)c2ccccc2)cc1OC,0
CCOC(=O)NC(NC(=S)Nc1ccccc1I)C(Cl)(Cl)Cl (configuration not stated),-3
CCOc1cccc2sc(NC(=O)c3ccc(Br)cc3)nc12,7
Cc1n[nH]c(C)c1Sc1ccccc1N=Cc1cc(Cl)ccc1O,13
O=C(NCCCNc1ccc([N+](=O)[O-])cc1Cl)c1cccnc1,0
COc1ccc(NC(=O)C2CCC2)cc1,6
COc1cccc(C2C(C(C)=O)=C(O)C(=O)N2CCN(C)C)c1 (configuration not stated),-5
CCOc1cc(OCC)cc(C(=O)Nc2ccc3oc(-c4cccnc4)nc3c2)c1,1
Cc1c(C)c2ccc(OCC(=O)c3ccc(-c4ccccc4)cc3)cc2oc1=O,0
O=C(N/N=C/c1ccc(O)cc1O)c1ccc([N+](=O)[O-])cc1,9
CCCCOC(=O)CNc1nnc(SCC(=O)OCC)[nH]c1=O,-3
CCc1ccc(N2C(=O)NC(=O)/C(=C\c3cc(Cl)c(O)c(Cl)c3)C2=O)cc1,6
CCOC(=O)C1=C(C)N=c2s/c(=C/c3ccc(OC)cc3)c(=O)n2C1c1sccc1C (configuration not stated),-2
CC(=O)c1ccc(N2C(=O)C3C4C=CC(O4)C3C2=O)cc1 (configuration not stated),18
Cc1ccc(-c2cc(C(=O)NCc3ccccc3)c3ccccc3n2)o1,9
O=C1C(=O)c2ccccc2C(Cl)=C1Cl,-6
CCN(CC)CC(O)COc1ccccc1 (configuration not stated),11
COc1ccc(C2Nc3ccccc3NC3=C2C(=O)CC(C)(C)C3)cc1 (configuration not stated),12
C=C(C)CNC(=S)NNC(=O)c1ccc(Br)cc1,4
O=C(NC(=S)Nc1ccc([N+](=O)[O-])cc1Cl)c1ccco1,4
Cc1ccc(C(=O)NN2C(=O)/C(=C/c3ccc4c(c3)OCO4)SC2=S)cc1,10
CCOC(=O)C1=C(C)N(C)C(=O)NC1c1ccc(OC)c(OC)c1OC (configuration not stated),13
O=C1NCC(COc2ccc([N+](=O)[O-])cc2)O1 (configuration not stated),3
CCCCOC(=O)C1=C(C)NC(=S)NC1c1ccc(N(C)C)cc1 (configuration not stated),-4

# 17 compounds out of the list, sorted by SMILES length, low to high:
SMILES,ER stress death
CCN(CC)CC(O)COc1ccccc1 (configuration not stated),11
COc1ccc(NC(=O)C2CCC2)cc1,6
O=C1C(=O)c2ccccc2C(Cl)=C1Cl,-6
C=C(C)CNC(=S)NNC(=O)c1ccc(Br)cc1,4
O=C1NCC(COc2ccc([N+](=O)[O-])cc2)O1 (configuration not stated),3
CCOc1cccc2sc(NC(=O)c3ccc(Br)cc3)nc12,7
CCCCOC(=O)CNc1nnc(SCC(=O)OCC)[nH]c1=O,-3
CCOC(=O)NC(NC(=S)Nc1ccccc1I)C(Cl)(Cl)Cl (configuration not stated),-3
CC(=O)c1ccc(N2C(=O)C3C4C=CC(O4)C3C2=O)cc1 (configuration not stated),18
COc1cccc(C2C(C(C)=O)=C(O)C(=O)N2CCN(C)C)c1 (configuration not stated),-5
O=C(NC(=S)Nc1ccc([N+](=O)[O-])cc1Cl)c1ccco1,4
COc1ccc(C2Nc3ccccc3NC3=C2C(=O)CC(C)(C)C3)cc1 (configuration not stated),12
O=C(N/N=C/c1ccc(O)cc1O)c1ccc([N+](=O)[O-])cc1,9
CCOc1cc(OCC)cc(C(=O)Nc2ccc3oc(-c4cccnc4)nc3c2)c1,1
Cc1ccc(C(=O)NN2C(=O)/C(=C/c3ccc4c(c3)OCO4)SC2=S)cc1,10
CCc1ccc(N2C(=O)NC(=O)/C(=C\c3cc(Cl)c(O)c(Cl)c3)C2=O)cc1,6
CCOC(=O)C1=C(C)N=c2s/c(=C/c3ccc(OC)cc3)c(=O)n2C1c1sccc1C (configuration not stated),-2

# Next part.
SMILES,ER stress death
Cc1ccc2c(c1)NC(c1ccc(Cl)cc1Cl)C1=C(CC(C)(C)CC1=O)N2 (configuration not stated),3
Oc1ccccc1-c1cc(C(F)(F)F)[nH]n1,-2
CC(C)CNC(=O)CN(c1ccc(Cl)cc1)S(C)(=O)=O,6
COc1ccccc1OCCSc1nc2ccccc2n1CC(=O)O,13
CCOC(=O)C1=CN(c2ccc(C)cc2)C=C(C(=O)OCC)C1c1ccc(C)s1,8
Cc1ccc(C(=O)/C=C/c2ccc(OCc3ccccc3)cc2)cc1,0
CCOc1ccc(C(NC=O)c2ccc(OC)cc2)cc1 (configuration not stated),1
Cc1c(CCNC(=O)NS(=O)(=O)c2ccccc2Cl)c2ccccc2n1Cc1ccccc1,1
COc1ccc(OCCCOc2cccc(C)c2)cc1,-2
COC(=O)c1ccccc1NC(=O)CN(c1ccc(OC)cc1OC)S(C)(=O)=O,10
COCCOC(=O)c1c(C)oc2ccc(NS(=O)(=O)c3ccc(C)cc3)cc12,10
O=C(c1ccc(Cl)cc1Cl)N1CCN(c2ccccc2)CC1,2
COc1cc(C(O)c2nccn2C)cc(OC)c1OC (configuration not stated),2
Cc1ccc(N2C(=O)NC(=O)/C(=C\c3cc(Cl)c(O)c(Cl)c3)C2=O)cc1,9
O=C1c2ccc(Oc3ccc([N+](=O)[O-])cc3)cc2C(=O)N1c1ccc(Cl)cn1,2
Cc1cccc(OCC(=O)NCc2ccncc2)c1,6
CCc1ccccc1NC(=O)CN(c1ccc(C)cc1)S(C)(=O)=O,-1
Cc1ccc(N2C(=O)c3ccc(-c4nc5c(C)cccc5c(=O)o4)cc3C2=O)cc1C,8
O=C(NN1C(=O)c2ccc(Oc3cccc([N+](=O)[O-])c3)cc2C1=O)c1ccco1,14
CCOC(=O)c1c(NC(=O)c2ccc(S(=O)(=O)N3CCOCC3)cc2)sc2c1CCC2,6
O=C(NCc1ccncc1)c1ccc(I)cc1,0
CCOC(=O)c1ccc2nc(C)c(CC)c(Cl)c2c1,-8

# Source: PubChem (Sanford-Burnham Center for Chemical Genomics)

# Only part of the results is shown; rates above refer to the full screens.
